Tau fibril ThT: tau fibrillization inhibition (ThT binding); P10636; recombinant tau K18 P301L, heparin-induced fibrillization, ThT fluorescence; Potency, µM (highest dose often 57.4 µM), for inactives: at the highest dose activity, negative = inhibition, most hits filed as inhibitors; 2.1% of 270,000 active; note: % is set by controls: 0 for no effect and ±100 for the full control effect; nearly all actives have a fitted effect of over 55% in size
Target sequence (P10636 561-689 P618L limits assumed): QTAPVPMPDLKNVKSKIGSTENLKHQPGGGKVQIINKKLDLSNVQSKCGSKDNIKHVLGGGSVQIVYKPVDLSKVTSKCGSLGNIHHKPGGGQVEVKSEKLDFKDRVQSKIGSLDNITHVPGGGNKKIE
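Fibril formation assay: tau K18 P301L at 15 uM with trace Alexa 594 label, heparin inducer 20 uM, pH 7 sodium acetate buffer, 37 C for 6 hr; endpoint ThT signal.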
aGal spleen mod: inhibitors or activators of human alpha-galactosidase in spleen homogenate; P06280; human spleen homogenate, 4MU-alpha-Gal fluorescence, 40 min; Potency, µM (series often up to 80 µM), for inactives: top-dose activity change, negative = inhibition, usual class: inhibitors; 0.008% of 240,000 active; AID 2107;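 note: 0% = enzyme with vehicle and -100% = no enzyme basal signal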
Target sequence (P06280 32-429 limits assumed): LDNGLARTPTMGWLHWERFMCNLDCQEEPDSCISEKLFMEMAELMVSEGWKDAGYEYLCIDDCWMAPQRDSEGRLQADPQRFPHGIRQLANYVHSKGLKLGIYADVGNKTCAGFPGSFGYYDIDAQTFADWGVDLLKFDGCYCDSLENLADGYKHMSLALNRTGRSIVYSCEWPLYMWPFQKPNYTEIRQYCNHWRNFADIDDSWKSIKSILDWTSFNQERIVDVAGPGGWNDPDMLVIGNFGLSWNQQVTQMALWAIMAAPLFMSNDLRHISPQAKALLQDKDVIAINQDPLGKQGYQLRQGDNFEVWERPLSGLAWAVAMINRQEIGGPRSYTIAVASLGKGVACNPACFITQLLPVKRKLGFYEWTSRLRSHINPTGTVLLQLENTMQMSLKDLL
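Human spleen homogenate (1 ug) as enzyme source, 4-methylumbelliferyl-alpha-D-galactopyranoside 1 mM final, citrate/phosphate pH 5.0 with 0.01% Tween-20. Compounds 40 min at 37C, NaOH/glycine stop; fluorescence Ex 365/Em 440, Hill-fit AC50.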
Tau fibril FP: inhibitors of human tau fibril formation; Potency, µM (doses to about 57.7 µM), for the others: top-dose activity, negative = inhibition, usual class: inhibitors; K18 P301L tau heparin fibrillization, Alexa594 FP, 6 h; P10636; 0.39% of 280,000 active; note: % is set by controls: 0 for no effect and ±100 for the full control effect; nearly all actives have a fitted effect of over 55% in size
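Recombinant K18 P301L […], labeled with Alexa 594 at 0.24 uM over 15 uM unlabeled; heparin inducer 20 uM final; 37 C, 6 hr; FP endpoint.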
Tau fluor counter: counter-screen for tau fibril formation inhibitors | tau K18 P301L (four-repeat tau fragment) Alexa594 fluorescence, heparin fibrillization | Potency, µM (top dose mostly 57.7 µM), without a hit: top-dose activity change, negative = decrease | 0.93% of 280,000 active; note: % is set by controls: 0 for no effect and ±100 for the full control effect; nearly all actives have a fitted effect of over 55% in size
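Human K18 P301L tau (15 uM unlabeled plus 0.24 uM Alexa 594-labeled, final) in 100 mM sodium acetate pH 7 was mixed with compound and 20 uM heparin and incubated 6 hr at 37 C.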
GAA glycogen mod: inhibitors or activators of human alpha-glucosidase glycogen cleavage. Potency, µM (titrated, usually from 76.4 µM), inactives show top-dose activity change, negative = inhibition, hits mostly inhibitors. 0.38% of 300,000 active. P10253. AID 2100. recombinant GAA, glycogen substrate, Amplex Red glucose oxidase fluorescence;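 note: 0% = full enzyme reaction and -100% = no-enzyme basal signal; the screen sought inhibitors and activators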
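Recombinant human enzyme (4 nM); glycogen substrate; 37 C, 40 min, pH 5.0. Readout: coupled glucose oxidase/Amplex Red fluorescence.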
aGlu spleen mod: inhibits or activates alpha-glucosidase in human spleen homogenate. P10253. human spleen homogenate, 4-MU-alpha-glucoside fluorescence. Potency, µM (doses to about 79.9 µM), for the others: at the top dose activity change, negative = inhibition, most hits filed as inhibitors. 0.006% of 240,000 active;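 note: 0% = enzyme with vehicle and -100% = no enzyme basal signal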
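Enzyme source: human spleen homogenate, 1 ug/well. Buffer 50 mM citric acid/K phosphate pH 5.0, 0.01% Tween-20. 4-MU-alpha-glucoside 1 mM; 37 C x 40 min; NaOH/glycine stop; fluorescence.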
HTT ATP protect: protects HTT-Q103 PC12 cells, measured by ATP | PC12 HTT-Q103 induced, cytoprotection, ATP luminescence, 40 h | Potency, µM (doses to about 56.4 µM), inactives show cytoprotection (ATP increase), hits mostly activators | 0.14% of 230,000 active;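 note: % of control where 0% means no effect; nearly all actives have a fitted effect of over 45% in size; toxic huntingtin expression switched on by the ecdysone agonist tebufenozide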
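ATP quantification (ATPlite) reports survival of PC12 cells in which tebufenozide, 100 nM final, switches on Htt exon 1 with 103 glutamines linked to GFP; compounds are titrated.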
GAA inhib: blocks human lysosomal alpha-glucosidase. P10253. purified human GAA, 4-MU-alpha-glucoside fluorescence. Potency, µM (doses to about 76.9 µM), for inactives: at the highest dose activity change, negative = inhibition, actives largely listed as inhibitors. 0.005% of 200,000 active. AID 1466;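 note: plate controls were uninhibited enzyme wells for no effect and no-enzyme background for full effect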
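Compounds are titrated up to 77 uM against 4 nM human enzyme. Substrate 4-methylumbelliferyl-alpha-D-pyranoside (400 uM) reacts 20 min at room temperature in pH 5.0 buffer; liberated 4-methylumbelliferone is read at 440 nm.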
The depositor's hits bear a star; ? = inconclusive; . = not tested or not shown; [ ] = dose if it differs, or a comment. Calls come from the whole dose curve; as a rule, active = well fitted curve in the direction sought with a large enough effect; inconclusive = small, poorly fitted or top-dose-only effect, or another doubt; inactive = no such curve, though single readings can be large; an effect the other way counts as inactive or inconclusive. Potency is the fitted concentration of half-maximal effect.

SMILES,Tau fibril ThT,aGal spleen mod,Tau fibril FP,Tau fluor counter,GAA glycogen mod,aGlu spleen mod,HTT ATP protect,GAA inhib
Cc1nc2ccc(S(=O)(=O)NC(C(=O)N3CCN(c4ccc(Cl)cc4)CC3)C(C)C)cc2s1 (configuration not stated),-8.0%,.,3.2%,-6.6%,-4.6%[76.3 µM],.,.,.
O=C(Cc1c(F)cccc1Cl)NC1=NCCS1,6.1%,-8.3%,?,6.9%,-4.7%,.,10.4%,1.2%
Cc1ccccc1-c1nc2cc(NC(=O)COc3ccc(F)cc3)ccc2o1,?,.,?,-12.3%,12.8%[76.3 µM],.,.,.
Cc1cc(=O)oc(C)c1C(=O)NCCCN1C(C)CCCC1C (configuration not stated),-24.8%,3.9%,-12.0%,-11.7%,9.3%,-11.4%,-7.2%,-1.8%
Cn1c(Cc2ccccc2)nnc1SCC(=O)Nc1ccccc1,-6.0%,-19.9%,-9.8%,-3.6%,-11.5%,-0.2%,4.2%[10 µM],9.2%
CCN(CC)S(=O)(=O)c1ccc(Oc2cccc(C(C)=O)c2)nc1,4.7%,-4.8%,5.1%,6.4%,1.5%,-4.3%,7.0%,-4.8%
O=C(COC(=O)c1cccc(C(=O)OCC(=O)NC2CCCCC2)n1)NC1CCCCC1,-4.4%,0.1%,2.6%,-1.4%,-3.5%,-0.5%,-3.0%,-2.8%
CCN(CC)CCNC(=O)Cn1cnc2sc(C)c(S(=O)(=O)N3CCN(c4ncccn4)CC3)c2c1=O,-13.6%,-1.8%,-9.5%,-15.2%,3.9%,-4.1%,-24.9%,-0.6%
Cn1c(C(=O)OC(C(=O)NC2CCCCC2)c2cccnc2)cc2sccc21 (configuration not stated),-27.1%,5.7%,-1.6%,-13.5%,-8.3%,1.3%,-5.9%,-7.7%
Cc1cc(C(=O)OCC(=O)Nc2cc(C)on2)c2ccccc2n1,-7.3%,-3.1%,3.1%,-8.1%,1.7%,-2.7%,19.3%[10 µM],3.5%
CC(C)N1C(=O)c2ccccc2C1C(=O)NC1CCCCCC1 (configuration not stated),4.2%,-0.5%,-3.3%,0.1%,7.2%,-5.6%,2.1%,5.5%
CC(=O)Nc1scc(-c2ccccc2)[n+]1-c1ccc(C)cc1,-9.5%,-5.7%,9.1%,-2.8%,4.6%,2.8%,-9.7%,-2.2%
Cc1ccc(NC(=O)CN(C)S(=O)(=O)c2ccc3c(c2)n(C)c(=O)c(=O)n3C)cc1F,12.9%,.,-3.0%,5.6%,-6.2%[76.3 µM],.,.,.
COc1ccc(NC(=O)CSc2nc(C)c3c(c2C#N)CCCC3)cc1,-4.7%,7.0%,-9.4%,-14.8%,4.3%,-1.8%,3.7%,?
CCN(C(=O)C1CCCN1S(=O)(=O)c1cccc2nsnc12)c1ccccc1 (configuration not stated),.,-12.4%,-1.0%,-7.2%,5.5%,-2.0%,15.8%[10 µM],.
CCCN1CCN(c2cc3c(cc2F)c(=O)c(S(=O)(=O)c2ccc(CC)cc2)cn3CC)CC1,0.4%,.,1.4%,-0.9%,6.8%[76.3 µM],.,.,.
CCOCCCNC(=O)C(NC(=O)c1ccc2c(c1)OCO2)c1ccc(OC)cc1 (configuration not stated),-15.3%,13.7%,-11.3%,-24.2%,3.6%,2.0%,-15.4%,-4.3%
CCOc1ccc(N2C(=O)CN(O)C=C3N=c4ccccc4=C32)cc1,-10.4%,10.4%,-7.8%,-8.3%,-2.9%,.,-27.1%,?
Cc1cccc(N2CCN(C(=S)Nc3ccc4nc(N5CCN(C)CC5)cc(C)c4c3)CC2C)c1 (configuration not stated),?,2.0%,17.4%,?,?,-8.4%,-27.0%,?
CCOC(=O)c1ccc[n+](CC(=O)c2ccccc2)c1,-1.8%,?,0.8%,4.2%,11.4%,-5.4%,10.7%[10 µM],-11.4%
CNC(=O)NC(=O)CSc1nnc(C(F)(F)F)n1C,-4.5%,-3.2%,5.6%,1.9%,0.3%,-1.6%,13.7%,-1.6%
NC(Cc1ccc2nonc2c1)C(=O)O (configuration not stated),-6.9%,2.7%,5.0%,-1.2%,-9.7%,-0.7%,15.8%,2.6%
O=C(N1CCN(Cc2ccc3c(c2)OCO3)CC1)C12CC3CC(CC(C3)C1)C2,-10.3%,0.4%,-3.8%,-0.9%,-18.1%,4.7%,-13.2%,3.3%
COc1ccccc1OC(=O)C1CC(=O)N(c2ccc(Cl)cc2)C1 (configuration not stated),7.0%,-0.6%,3.1%,9.1%,-17.1%,-1.7%,4.9%,-1.7%
COc1ccc(OC)c2[nH]c(C(=O)O)cc12,-5.0%,-0.8%,0.5%,2.9%,-2.7%,-1.0%,-6.4%[1.9 µM],-2.9%

Some values from the entries so far.
CC(C)N1C(=O)c2ccccc2C1C(=O)NC1CCCCCC1 (configuration not stated) in Tau fibril FP shows -3.3%
CCOCCCNC(=O)C(NC(=O)c1ccc2c(c1)OCO2)c1ccc(OC)cc1 (configuration not stated) in GAA inhib shows -4.3%
COc1ccc(OC)c2[nH]c(C(=O)O)cc12 in Tau fibril ThT shows -5.0%
COc1ccc(NC(=O)CSc2nc(C)c3c(c2C#N)CCCC3)cc1 in aGal spleen mod shows 7.0%
Cn1c(Cc2ccccc2)nnc1SCC(=O)Nc1ccccc1 in aGlu spleen mod shows -0.2%

Next section.
SMILES,Tau fibril ThT,aGal spleen mod,Tau fibril FP,Tau fluor counter,GAA glycogen mod,aGlu spleen mod,HTT ATP protect,GAA inhib
CS(=O)(=O)N(Cc1ccccc1)c1ccc(C(=O)NCCSCc2ccco2)cc1,-14.6%,2.8%,7.2%,-13.7%,-8.0%,3.6%,-35.9%[10 µM],-7.8%
COc1ccccc1C(=O)N/N=C/c1ccc(Cl)s1,-0.7%,5.9%,-1.5%,1.1%,-2.9%,2.4%,3.6%[10 µM],1.6%
CSc1ncccc1C(=O)OCC(=O)c1ccccc1,-0.4%,9.7%,-14.8%,-7.4%,-10.6%,-10.5%,-17.7%,-0.2%
CC(C)C(=O)Nc1ccc(Br)cc1Cl,1.4%,6.3%,-5.5%,-5.8%,17.9%,-2.3%,-39.4%,-3.5%
Clc1ccc(-n2nnnc2-c2ccccc2)cc1,-11.9%,-4.9%,-9.0%,-13.1%,7.8%,-1.6%,4.9%,-0.9%
CC(C(=O)NCc1ccccc1)N1C(=O)CN(C)C(=O)c2ccccc21 (configuration not stated),2.5%,5.1%,2.8%,5.6%,-7.2%,2.5%,12.0%,-7.9%
COc1ccc(NC(=O)CN(C)CC(=O)Nc2ccc3c(c2)CCC3)cc1,-5.1%,-5.2%,-0.5%,-13.9%,2.2%,-9.8%,-13.7%[10 µM],-2.9%
Cc1cccc[n+]1C1C(c2ccccc2)C(C#N)=C(C(=C=[N-])C#N)NC1(O)C1CC1 (configuration not stated),17.8µM*,6.7%,?,?,-17.6%,-8.7%,-16.0%,-1.8%
O=C(NCC1CCCO1)c1onc(CSc2ccc(Cl)cc2)c1C(=O)O (configuration not stated),-0.5%,-1.5%,-0.2%,-1.3%,-20.0%,-0.5%,-4.3%,-9.4%
COc1ccc(C(=O)NNC(=S)NC2CCCCC2)cc1OC,0.6%,8.2%,4.6%,-2.6%,-23.7%,-4.1%,3.4%,9.9%
O=C1Nc2ccc(Br)cc2C1=Nc1cccnc1,?,-6.3%,-18.8%,-14.2%,-7.0%,-0.3%,11.5%[10 µM],.
O=C(COC(=O)c1cc(-c2ccc(Cl)s2)nc2ccccc12)NCc1ccco1,?,12.3%,?,?,-2.1%,-1.7%,-47.0%[inhibitor],9.7%
COc1cc(CC(NC(C)=O)C(=O)NC2CCN(C(=O)C3CC3)CC2)cc(OC)c1 (configuration not stated),8.1%,-7.5%,7.6%,16.8%,10.9%,-8.6%,.,11.4%
COC(=O)Nc1c(-c2ccccc2)nc2ccccn12,7.6%,0.3%,4.8%,10.3%,0.7%,-2.9%,11.6%,-7.9%
CC(C)Cc1nnc(NC(=O)CCC(=O)Nc2ccc3cn[nH]c3c2)s1,-6.0%,8.5%,-8.0%,-8.2%,6.4%,4.6%,-2.0%[10 µM],.
C#CCCCCCCCCCCCC(O)CC(O)CO (configuration not stated),-12.8%,-2.4%,2.8%,-17.3%,.,-2.1%,-90.9%[inhibitor],.

Tau fibril ThT: what is marked active above
smiles | Tau fibril ThT | aGal spleen mod | Tau fibril FP | GAA glycogen mod | aGlu spleen mod | GAA inhib
Cc1cccc[n+]1C1C(c2ccccc2)C(C#N)=C(C(=C=[N-])C#N)NC1(O)C1CC1 (configuration not stated) | 17.8µM* | 6.7% | ? | -17.6% | -8.7% | -1.8%

Another view of 3 compounds above:
Values run as follows: Tau fibril ThT	aGal spleen mod	Tau fibril FP	Tau fluor counter	GAA glycogen mod	aGlu spleen mod	HTT ATP protect	GAA inhib
COc1ccccc1C(=O)N/N=C/c1ccc(Cl)s1
→ -0.7%	5.9%	-1.5%	1.1%	-2.9%	2.4%	3.6%[10 µM]	1.6%
CSc1ncccc1C(=O)OCC(=O)c1ccccc1
→ -0.4%	9.7%	-14.8%	-7.4%	-10.6%	-10.5%	-17.7%	-0.2%
CC(C)C(=O)Nc1ccc(Br)cc1Cl
→ 1.4%	6.3%	-5.5%	-5.8%	17.9%	-2.3%	-39.4%	-3.5%
